HCV inh: blocks hepatitis C virus; Huh7.5.1 HCVcc-Cre infection, luciferase reporter, 44 h; Potency, µM (doses to about 41.8 µM), for the others: top-dose activity change, negative = inhibition, usual class: inhibitors; 3.4% of 340,000 active; AID 651820; further: potency means the concentration at half of the fitted maximal effect; on the % scale 0 is the no-effect control and ±100 the full control effect
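Seed cells (1,000/well) for 4 h; treat with compound and infect with HCVcc-Cre, moi about 0.5. Incubate 44 h, then detect luciferase activity.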
Pf growth 48h: P. falciparum growth inhibition at 48 hours (one generation). Potency, µM (titrated, usually from 28.7 µM), without a hit: top-dose activity change, negative = inhibition, most hits filed as inhibitors. 5.9% of 310,000 active. P. falciparum luciferase growth in erythrocytes, 48 h; further: potency means the concentration at half of the fitted maximal effect; on the % scale 0 is the no-effect control and ±100 the full control effect
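A one-generation exposure of luciferase-tagged malaria parasites in RPMI 1640/Albumax erythrocyte culture, 37 C and 5% CO2. Inhibition is inferred from decreased luminescence after adding detection reagent.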
Pf growth 96h: P. falciparum growth inhibition at 96 hour, primary screen for plastid delayed-death inhibitors | 6.9% of 320,000 active | P. falciparum luciferase reporter growth, 96 h | Potency, µM (highest dose often 28.7 µM), for the others: at the highest dose activity change, negative = inhibition, actives largely listed as inhibitors; further: potency means the concentration at half of the fitted maximal effect; on the % scale 0 is the no-effect control and ±100 the full control effect
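Plates of compound plus infected erythrocytes (2% hematocrit, 0.05% parasitemia final) incubate 96 hours, 37 C, 5% CO2. Detection reagent added; reduced luminescence from the parasites' luciferase reporter flags inhibition.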
CHX counter: counter-screen for Shiga toxin inhibitors: cycloheximide protein synthesis inhibition; max response, %; 12% of 300,000 active; cell reporter, cycloheximide protein synthesis inhibition counterscreen; in the data active means max response mostly above about 13%, no sharp cut-off; inactive means mostly below about 14%; further: read at 38.3 µM for the half of the compounds with a filed dose; 0% is about no effect
Shiga inhibitor: blocks Shiga toxin action in Vero cells. AID 2315. 9.2% of 290,000 active. Vero cells, Shiga toxin protein synthesis inhibition reporter. inhibition, % at 38.7 µM; in the data active means inhibition mostly above about 28%, no sharp cut-off; inactive means mostly below about 43%; further: 0% is about no effect
FBPA Giardia inh: inhibitors of Giardia lamblia fructose-1,6-bisphosphate aldolase. 0.71% of 290,000 active. AID 2451. Potency, µM (highest dose often 59.6 µM), inactives show at the top dose activity, negative = inhibition, actives largely listed as inhibitors. purified Giardia FBPA. A8B2U2; further: potency means the concentration at half of the fitted maximal effect; on the % scale 0 is the no-effect control and ±100 the full control effect; nearly all actives have a fitted effect of over 55% in size
Target sequence (A8B2U2 whole entry, looked up): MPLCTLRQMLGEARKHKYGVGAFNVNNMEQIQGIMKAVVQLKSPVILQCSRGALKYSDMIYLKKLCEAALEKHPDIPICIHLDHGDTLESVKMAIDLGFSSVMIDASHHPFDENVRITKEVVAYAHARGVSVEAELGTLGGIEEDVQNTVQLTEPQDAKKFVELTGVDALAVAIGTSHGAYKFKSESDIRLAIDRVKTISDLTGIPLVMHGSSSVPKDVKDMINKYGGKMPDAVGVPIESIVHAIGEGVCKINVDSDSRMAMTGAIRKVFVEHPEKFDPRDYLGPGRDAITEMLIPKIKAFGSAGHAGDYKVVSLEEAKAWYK
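40 nM FBPA preincubated 10 min at RT with compound (up to 57.5 uM final), then substrate plus GAPDH/TPI/NAD/arsenate coupling and diaphorase/resazurin added. Fluorescence read after 20 min at RT, 525/598 nm.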
The depositor's hits bear a star; ? = inconclusive; · = no result given; & = joins results of further samples; [ ] = dose if it differs, or a comment. Unless noted, the call rests on the fitted dose curve; in most records, active means well fitted curve in the direction sought with a large enough effect; inconclusive means small, poorly fitted or top-dose-only effect, or another doubt; inactive means no such curve, though single readings can be large; an effect the other way counts as inactive or inconclusive. Not a hit list; any-hit rate near 24%.

SMILES	HCV inh	Pf growth 48h	Pf growth 96h	CHX counter	Shiga inhibitor	FBPA Giardia inh
O=[N+]([O-])c1ccc(Cl)c(S(=O)(=O)Nc2ccc(S(=O)(=O)N3CCOCC3)cc2)c1	-6%	-2%	19%	-3	2	21%
CC(c1ccccc1F)n1cc(C(=O)NCc2ccncc2)nn1 (configuration not stated)	5%	-2%	0.52µM*	-3	-11	8%
Cn1c(=O)[nH]c(=O)c2c1nc(Br)n2CCC(=O)c1ccccc1	11%	4%	-29%	-1	-13	0%
O=C(COc1ccc(Br)cc1)Nc1ccc(-c2nnc(-c3ccco3)o2)cc1	0%	-20%	·	8	22	3%
COc1ccc(C2OC(=O)CC2C(=O)NCc2ccc(F)cc2)cc1OC (configuration not stated)	10%	11%	25%	7	17	11%
COc1ccc(OC)c(/C=N/NC(=O)Cn2ccnc2C)c1	?	-4%	47%[activator]	4	-7	1%
CN1c2ccccc2C(=O)NC1c1ccc(Cl)cc1 (configuration not stated)	31%[activator]	-1%	2%	12*	37	-1%
CNS(=O)(=O)c1ccc(C)c(S(=O)(=O)NC)c1	36%[activator]	14%	13%	-2	-3	-1%
CCOc1ccc(S(=O)(=O)NCc2cccs2)cc1C(C)C	-1%	?	?	·	·	·
Cc1cc(NC(=O)c2ccc(-c3ccccc3F)o2)no1	-14%	85%[activator]	48%[activator]	79*	186*	-4%
CN(Cc1ccsc1)C(=O)CCc1nnc(CCCc2ccccc2)o1	-13%	-2%	-25%	47*	124*	2%
Cc1ccc(CS(=O)Cc2ccc(C(=O)NCCc3ccccc3)o2)cc1 (configuration not stated)	-6%	-2%	-10%	7	-2	·
c1ccc(OCc2nn3c(-c4ccco4)nnc3s2)cc1	16%	·	-46%	2	18	5%
COc1ccc(C(c2nnnn2C2CCCC2)N2CCc3ccccc3C2)cc1OC (configuration not stated)	-11%	3.7µM*	35%[activator]	-3	18	0%
CC(=O)OCCCCCCCCCCC[N+]1(C)CCCCC1	14%	?	45%[activator]	-2	-5	-1%
CC1=C(C(=O)OCc2ccc3c(c2)OCO3)C(c2ccc(Cl)cc2)NC(=O)N1 (configuration not stated)	?	·	-18%	-6	-16	0%
c1ccc(Nc2ccc(-n3ccnc3)nn2)cc1	11%	?	20%	12	31	3%
C=CCNC(=S)N/N=C/c1ccc(-c2ccc(Br)cc2)o1	-1%	?	58%[activator]	14	-8	6%
CCN(C(=O)CN1CCc2ccccc21)c1c(N)n(Cc2ccccc2)c(=O)[nH]c1=O	-7%	-3%	10%	-2	-15	0%
Cc1ccc(C(=O)NCCCNC(=O)c2ccccc2C)cn1	9%	9%	?	-4	-4	6%
CC(C)C[C@H](NC(=O)C1CC(=O)N(c2ccc3c(c2)OCO3)C1)C(=O)NC1CCCCC1 (some centres not stated)	8%	?	-41%	10	11	·
Cc1c(C(=O)N(C)C)sc(NC(=O)c2cc([N+](=O)[O-])cc([N+](=O)[O-])c2)c1C#N	12%	9%	8%[5.75 µM]	1	22	-3%
CC(CCc1ccccc1)NC(=O)COC(=O)c1ccc(NC(=O)CC#N)cc1 (configuration not stated)	-6%	12µM*	?	-7	-2	-3%
O=C1Cc2ccccc2C(c2c(Cl)cccc2Cl)N1 (configuration not stated)	22%	-2%	?	-3	·	2%

Whole records, looked up by structure:
Cc1ccc(C(=O)NCCCNC(=O)c2ccccc2C)cn1 across the screens: HCV inh: 9%; Pf growth 48h: 9%; Pf growth 96h: ?; CHX counter: -4; Shiga inhibitor: -4; FBPA Giardia inh: 6%
Cc1c(C(=O)N(C)C)sc(NC(=O)c2cc([N+](=O)[O-])cc([N+](=O)[O-])c2)c1C#N across the screens: HCV inh: 12%; Pf growth 48h: 9%; Pf growth 96h: 8%[5.75 µM]; CHX counter: 1; Shiga inhibitor: 22; FBPA Giardia inh: -3%
CC(CCc1ccccc1)NC(=O)COC(=O)c1ccc(NC(=O)CC#N)cc1 (configuration not stated) across the screens: HCV inh: -6%; Pf growth 48h: 12µM*; Pf growth 96h: ?; CHX counter: -7; Shiga inhibitor: -2; FBPA Giardia inh: -3%

Other entries follow:
SMILES	HCV inh	Pf growth 48h	Pf growth 96h	CHX counter	Shiga inhibitor	FBPA Giardia inh
Cn1nnnc1SCC(=O)N1CCN(C(c2ccccc2)c2ccccc2)CC1	-8%	9.3µM*	·	-1	14	3%
CCOc1cc(C(=O)Nc2ccc3c(c2)OCO3)ccc1OC(F)F	?	46%[activator]	9.3µM*	23*	52	-15%
Cc1nn(C)c(C(=O)N2CCOCC2)c1Cl	18%	22%	?	1	-2	16%
CC(NC(=S)N1CCN(c2ccccc2)CC1)c1ccccc1 (configuration not stated)	11%	?	-1%	-3	-4	0%
COC(=O)Nc1nc2c(C)cccc2s1	7%	66%[activator]	·	26	31	-3%
Cc1ccc(S(=O)(=O)N(C)CC(=O)Nc2cc(C)ccn2)cc1	7%	92%[activator]	153%[activator]	·	·	·
Cc1ccccc1NS(=O)(=O)c1ccc(C(=O)NCC(C)(C)N2CCOCC2)cc1	?	?	-3%	·	·	·
COc1ccccc1S(=O)(=O)Cc1ccc(C(=O)NCc2cccnc2)o1	9%	·	?	-9	-21	3%
O=C(Cc1ccc([N+](=O)[O-])cc1)N1CCN(Cc2ccc3c(c2)OCO3)CC1	18%	2%	0%	-1	-11	0%
O=C1N(c2cccc(Cl)c2)C(c2ccc(Cl)cc2)N2CCCN12 (configuration not stated)	11%	?	?	1	20	11%
CN(CCO)S(=O)(=O)c1ccc2c(c1)C(=O)c1cc(S(=O)(=O)N(C)CCO)ccc1-2	11%	1%	?	-2	·	9%
COc1ccc(C(=O)NCc2ccc3c(c2)OCO3)cc1	4%	16%	33%[5.75 µM]	5	13	2%
CN(C)S(=O)(=O)c1ccc(F)c(C(=O)Nc2ccccc2C(=O)NC2CC2)c1	-15%	?	?	·	·	·
COc1ccc(CN(C)C(=O)c2ccc(NS(=O)(=O)c3ccc(C)c([N+](=O)[O-])c3)cc2)c(OC)c1OC	-26%	?	?	·	·	·
CC(Oc1ccc(Br)cc1)C(=O)NC1CCN(Cc2ccccc2)CC1 (configuration not stated)	?	-9%	?	·	·	·
Cc1ccc(NC(=O)CCc2c(C)nn(-c3ccc(N4CCOCC4)nn3)c2C)cc1F	-27%	2%	?	41*	69*	·

Four of these compounds in a different format:
> CN(CCO)S(=O)(=O)c1ccc2c(c1)C(=O)c1cc(S(=O)(=O)N(C)CCO)ccc1-2
  HCV inh: 11% | Pf growth 48h: 1% | Pf growth 96h: ? | CHX counter: -2 | Shiga inhibitor: · | FBPA Giardia inh: 9%
> O=C1N(c2cccc(Cl)c2)C(c2ccc(Cl)cc2)N2CCCN12 (configuration not stated)
  HCV inh: 11% | Pf growth 48h: ? | Pf growth 96h: ? | CHX counter: 1 | Shiga inhibitor: 20 | FBPA Giardia inh: 11%
> COc1ccc(C(=O)NCc2ccc3c(c2)OCO3)cc1
  HCV inh: 4% | Pf growth 48h: 16% | Pf growth 96h: 33%[5.75 µM] | CHX counter: 5 | Shiga inhibitor: 13 | FBPA Giardia inh: 2%
> Cc1ccc(NC(=O)CCc2c(C)nn(-c3ccc(N4CCOCC4)nn3)c2C)cc1F
  HCV inh: -27% | Pf growth 48h: 2% | Pf growth 96h: ? | CHX counter: 41* | Shiga inhibitor: 69* | FBPA Giardia inh: ·

The listing continues.
SMILES	HCV inh	Pf growth 48h	Pf growth 96h	CHX counter	Shiga inhibitor	FBPA Giardia inh
COCCNc1nc2ccccc2n1CC(=O)c1ccc(OC)c(OC)c1	-6%	87%[activator]	-42%	-1	-22	-10%
CCC1=C2CC[C@H]3C(=O)N(CC)C(=O)[C@H]3[C@H]2[C@@]2(Cc3ccccc3)C(=NCCOC)OC(=O)N2C1=O	29%[8.37 µM]	28%	26%	-7	-5	5%&-2%
c1ccc(-c2nn3c(Cn4nnc5ccccc54)nnc3s2)nc1	-31%	-18%	6%	6	8	-10%
Cc1ccc2oc(=O)n(CCOc3ccccc3)c2c1	21%	?	-18%	35*	39*	2%
COc1ccccc1OCCNC(=O)CN1C(=O)NC2(CCCC2)C1=O	25%	?	4%	·	·	·
CCOC(=O)CSc1nnc(-c2cccnc2)n1Cc1ccccc1	?	27%	-19%	4	4	0%
Cc1ccc(N2CC(C(=O)N3CCC(C(=O)Nc4ccc(Br)cc4)CC3)CC2=O)cc1 (configuration not stated)	?	?	-27%	7	-6	4%
O=C(Nc1ccccn1)NC(C(F)(F)F)C(F)(F)F	3%	104%[activator]	?	4	-6	-1%
Cc1ccccc1OCC(=O)NCC(=O)OCC(=O)c1ccc([N+](=O)[O-])cc1	4%	14%	32%[activator]	-1	-38	·
CC(C)(C)c1ccc(NC(=O)NC2CCCc3ccccc32)cc1 (configuration not stated)	?	?	?	4	8	6%
COCCNC(=O)C(c1ccccc1)N(CCOC)C(=O)Cn1nnc2ccccc21 (configuration not stated)	7%	7%	?	-3	-1	3%
COc1ccc(NS(=O)(=O)c2cccc(-c3n[nH]c(=S)n3Cc3ccccc3)c2)cc1	19%	?	24%	5	-9	15%
CC(=O)C1=C(C)NC(SCC(=O)Nc2nc3ccccc3s2)=C(C#N)C1c1ccc(Cl)cc1 (configuration not stated)	?	7.4µM*	6.6µM*	22*	-9	2%
N#Cc1ccc(Cl)cc1NC(=O)CSc1nc2nc(-c3cccs3)cc(C(F)(F)F)c2c(=O)[nH]1	·	30%	38%[activator]	-1	-3	-2%
Cc1cc(C)c(NC(=O)Cn2cc3c(n2)CCCC3)c(C)c1	4%	8%	5%	1	-3	1%
CC1CCN(CCCNS(=O)(=O)c2cc(Br)cc3c2N(C(=O)C2CC2)CC3)CC1	?	-8%	-7%	-1	-10	-17%
Cc1cc(C(F)F)n2ncc(C(=O)NCc3ccc(F)cc3)c2n1	-5%	?	44%[activator]	1	-6	9%
CCOc1ccc(C(=O)NCC(=O)OCC(=O)Nc2cccc(S(=O)(=O)N3CCCC3)c2)cc1	15%	23%	3%	1	-6	9%
CCCCOc1ccc(Cn2c(=O)oc3ccccc32)cc1	-3%	6%	?	-1	3	5%
CCOc1ccc(C2(C)NC(=O)N(CCN(C)C)C2=O)cc1 (configuration not stated)	?	-20%	?	-3	·	?
CSc1ccc(/C=C/C(=O)c2ccc(NC(=O)Cc3ccccc3)cc2)cc1	?	-9%	?	13	-2	-1%
Cc1ccccc1C(=O)NC(CC(C)C)C(=O)NN1C(=O)c2ccccc2C1=O (configuration not stated)	16%	26%[5.75 µM]	44%[activator]	5	-7	3%
CC1=C(C(=O)N2CCCC(C(=O)c3cccc4ccccc34)C2)OCCO1 (configuration not stated)	?	-7%	?	-1	7	4%
Cc1c(N(C)S(=O)(=O)c2ccc(Cl)c(C(=O)N3CCC(C(N)=O)CC3)c2)c(=O)n(-c2ccccc2)n1C	15%	5%	10%	·	·	·
CS(=O)(=O)N(CC(=O)Nc1ccccc1-c1ccccc1)c1ccc(F)cc1	-7%	0%	56%[activator]	-2	-4	-8%

Assay outcomes: PubChem BioAssay, National Center for Advancing Translational Sciences (NCATS)
